CendR NRP1 mod – NRP-1/CendR interaction modulation; FAM-RPARPAR peptide binding to NRP-1, fluorescence polarization; AID 602438; 360,000 tested, 0.85% active; O14786; inhibition, % at 25 µM;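 active means inhibition or corrected inhibition above about 18%, plus a signal ratio from 0.5 to 1.5, limit read from the data, passing the limit was not always enough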; further: strong numbers were not always called active
Scp-1 inhibitor – blocks human Scp-1 phosphatase activity; AID 493091; inhibition, % at 20 µM; 340,000 tested, 0.88% active; Recombinant Scp1, phosphopeptide, malachite green phosphate absorbance;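 active means inhibition above about 50% at 20 µM, limit read from the data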;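 further: plate controls were DMSO wells with enzyme for no effect and wells lacking enzyme for full effect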
Target sequence (Q9GZU7 76-261 limits assumed): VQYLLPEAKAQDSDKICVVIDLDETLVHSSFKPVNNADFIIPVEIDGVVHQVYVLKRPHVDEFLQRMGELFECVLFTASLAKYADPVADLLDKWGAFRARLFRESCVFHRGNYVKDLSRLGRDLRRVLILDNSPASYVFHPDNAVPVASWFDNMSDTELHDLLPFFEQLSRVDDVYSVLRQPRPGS
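Assay system: SCP-1 catalytic fragment, aa 76-261 | Buffer or medium: Tris acetate buffer pH 5.5 with MgCl2 and Tween-20 | Compound: One concentration, 20 µM, with 1.0% DMSO | Also added: Phospho 17-mer peptide substrate | Signal: Absorbance at 630 nm | Incubation: 45 min enzyme reaction at room temperature | Measure: % inhibition of SCP-1 phosphate liberation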
SKN-1 block – C. elegans SKN-1 inhibition; C. elegans VP596 Pgst-4::GFP/RFP ratio, acrylamide-induced, 24 h; inhibition, % at 21.8 µM; 360,000 tested, 0.49% active; AID 624304;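 active means interference check ratio from 0.5 to 1.5 plus GFP to RFP signal ratio inhibition reaching or exceeding a fixed threshold, cut at about 30% in these data, passing the limit was not always enough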; further: some compounds called inactive have numbers as strong as hits
STEP inh – STEP (human) phosphatase inhibition; P54829; recombinant STEP, OMFP fluorogenic substrate, fluorescence; inhibition, % at 20 µM; 360,000 tested, 0.25% active; AID 588621;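 active means inhibition at 20 µM, scaled per plate between control wells, above about 37%, limit read from the data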;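 further: 0% = DMSO with enzyme and substrate and 100% = substrate only without enzyme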
Target sequence (P54829 whole entry, looked up): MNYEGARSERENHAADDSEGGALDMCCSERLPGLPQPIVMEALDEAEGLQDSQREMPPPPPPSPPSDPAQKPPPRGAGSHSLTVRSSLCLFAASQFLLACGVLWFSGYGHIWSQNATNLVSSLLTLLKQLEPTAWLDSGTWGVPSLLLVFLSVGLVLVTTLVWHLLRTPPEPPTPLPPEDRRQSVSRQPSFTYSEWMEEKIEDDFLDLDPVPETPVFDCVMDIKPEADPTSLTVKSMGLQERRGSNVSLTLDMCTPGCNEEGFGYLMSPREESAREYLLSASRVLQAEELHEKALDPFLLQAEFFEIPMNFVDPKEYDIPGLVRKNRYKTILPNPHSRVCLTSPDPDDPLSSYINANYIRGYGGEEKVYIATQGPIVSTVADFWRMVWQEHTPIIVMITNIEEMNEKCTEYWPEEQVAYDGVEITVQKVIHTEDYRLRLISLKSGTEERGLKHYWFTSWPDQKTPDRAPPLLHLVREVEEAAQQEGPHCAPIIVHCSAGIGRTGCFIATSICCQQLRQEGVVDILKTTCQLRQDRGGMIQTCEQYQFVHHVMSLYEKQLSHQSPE
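Test system: STEP tyrosine phosphatase / Reagent: OMFP at 25 µM / Doses: 20 µM, 1% DMSO / Read-out: percent inhibition scaled to no-enzyme and uninhibited-enzyme controls, plate-pattern corrected / Detection: FITC-channel fluorescence of OMFP product / Medium: Bis-Tris buffer pH 6.0, 2.5 mM DTT, 0.005% Tween 20 / Schedule: 20 min at room temperature, dark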
DNMT1 inh – DNMT1 (human) enzyme inhibition; AID 588458; DNMT1 molecular beacon, Hinp1I cleavage, fluorescence; inhibition (reported as % activation of signal), % at 10 µM; 360,000 tested, 0.83% active; P26358; in the data active means inhibition above about 50%
TbMetRS inhib – Trypanosoma brucei MetRS inhibition; purified T. brucei MetRS, ATP depletion, Kinase-Glo luminescence; inhibition, % at 11.9 µM; 360,000 tested, 0.4% active;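 active means inhibition above a per-plate cutoff of the control wells' mean inhibition plus 3 SD, cut at about 5.5% in these data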;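 further: 0% = DMSO wells median and 100% = median of wells with control inhibitor compound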
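Material: parasite MetRS enzyme / Replication: singlicate, one well per compound / Signal: luminescence of leftover ATP / Schedule: 2 h aminoacylation at 25 °C after 15 min preincubation / Medium: HEPES-MgCl2-KCl buffer plus DTT, spermine, BSA, pyrophosphatase / Doses: 11.9 µM single point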
Neddyl block – inhibitors of human cullin neddylation; P61081+Q13564; TR-FRET cullin neddylation, biochemical; 360,000 tested, 0.58% active; calls only at 25 µM; in the data active means inhibition above about 36%
SUMO1 PPI mod – modulators of human SUMO1-mediated protein-protein interactions; P63165; SUMO1 binding to a labelled peptide, TR-FRET, 1 h; inhibition, % at 20 µM; 360,000 tested, 0.33% active; AID 602429; in the data active means inhibition above about 37%
Target sequence (P63165 whole entry, looked up): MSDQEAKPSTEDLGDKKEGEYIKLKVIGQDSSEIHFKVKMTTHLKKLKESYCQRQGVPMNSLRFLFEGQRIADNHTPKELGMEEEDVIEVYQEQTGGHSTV
LMPTP block – blocks human LMPTP phosphatase; AID 651560; 360,000 tested, 0.22% active; inhibition, % at 20 µM; recombinant LMPTP-A, OMFP fluorogenic substrate, fluorescence intensity;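 active means compounds that cut the enzyme signal by at least half of the control window in the single-dose screen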;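 further: plate controls were DMSO wells with enzyme plus substrate for no effect and substrate without enzyme for full effect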
Target sequence (P24666 whole entry, looked up): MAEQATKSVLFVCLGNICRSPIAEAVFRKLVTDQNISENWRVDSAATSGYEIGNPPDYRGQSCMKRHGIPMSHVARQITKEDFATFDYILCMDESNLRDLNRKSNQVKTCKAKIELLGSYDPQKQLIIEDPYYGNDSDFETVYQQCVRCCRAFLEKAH
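Test system: LMPTP-A phosphatase enzyme. Amount: LMPTP-A at 0.625 nM final in the reaction. Reagent: OMFP substrate, 400 µM final. Times: 50 min at room temperature. Signal: endpoint fluorescence intensity from OMFP dephosphorylation. Read-out basis: % inhibition. Benchmarks: no-enzyme and uninhibited controls.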
NadD block – NadD (S. aureus) enzyme inhibition; purified NadD enzyme, colorimetric absorbance read-out; inhibition, % at 20 µM; 360,000 tested, 0.78% active; in the data active means inhibition above about 26%; further: some compounds past the cut are filed as inactive
* marks the source's active call; other numbers are inactive results. An unsorted share of the library. Share with any hit: about 4.6%.

`CCOc1ccc(NC(=O)C2CC(=O)OC2c2ccccc2)cc1` (stereo unspecified) gave CendR NRP1 mod 1, Scp-1 inhibitor -7, SKN-1 block -3, STEP inh -1, DNMT1 inh -1, TbMetRS inhib -0.2, Neddyl block inactive, SUMO1 PPI mod 4, LMPTP block 1.2 and NadD block -1.
Screening Cc1ccc(NC(=O)CSc2ncccn2)cc1F returned CendR NRP1 mod -6, Scp-1 inhibitor -8, SKN-1 block 2, STEP inh -2, DNMT1 inh -1, TbMetRS inhib 0.0, Neddyl block inactive, SUMO1 PPI mod -1, LMPTP block -1.6 and NadD block 6.
Screening O=Nc1c(O)n(Cc2ccccc2)c2ccccc12 returned CendR NRP1 mod -16, Scp-1 inhibitor -2, SKN-1 block 6, STEP inh -7, DNMT1 inh 0, TbMetRS inhib 0.3, Neddyl block inactive, SUMO1 PPI mod -23, LMPTP block 0.3 and NadD block -3.
For COc1nc(-c2ccc(C)cc2)ccc1-c1noc(-c2ccco2)n1 the results were CendR NRP1 mod -35, Scp-1 inhibitor -7, SKN-1 block 10, STEP inh 3, DNMT1 inh -10, TbMetRS inhib -0.7, Neddyl block inactive, SUMO1 PPI mod 14, LMPTP block 1.6 and NadD block -5.
For CCOC(=O)c1[nH]nc(C(=O)c2ccc(Br)cc2)c1O the results were CendR NRP1 mod -14, Scp-1 inhibitor -4, SKN-1 block -32, STEP inh 0, DNMT1 inh 1, TbMetRS inhib 0.1, Neddyl block inactive, SUMO1 PPI mod -7, LMPTP block 1.2 and NadD block 2.
`CCN(CC)S(=O)(=O)c1ccc2c(c1)nc(SCC(=O)NC1CC1)n2-c1ccccc1OC` gave CendR NRP1 mod 14, Scp-1 inhibitor -2, SKN-1 block 12, STEP inh 4, DNMT1 inh -1, TbMetRS inhib 1.1, Neddyl block inactive, SUMO1 PPI mod 3, LMPTP block -2.3 and NadD block 10.
For CCn1c(=O)c(CCC(=O)NCC2CCCO2)c(C)c2c(C)nn(-c3ccc(C)cc3)c21 (stereo unspecified) the results were CendR NRP1 mod -7, Scp-1 inhibitor 3, SKN-1 block -20, STEP inh 0, DNMT1 inh 3, TbMetRS inhib -0.7, Neddyl block inactive, SUMO1 PPI mod -3, LMPTP block 0.1 and NadD block -10.
CCOc1ccc(-c2nnc(NC3=NCCCCC3)o2)cc1 was read as CendR NRP1 mod -6, Scp-1 inhibitor -3, SKN-1 block 17, STEP inh -4, DNMT1 inh 1, TbMetRS inhib 0.1, Neddyl block inactive, SUMO1 PPI mod 2, LMPTP block -0.3 and NadD block 2.
Screening O=C(NCC1CCCO1)c1ccc(NC(=O)c2cccc([N+](=O)[O-])c2)cc1 (stereo unspecified) returned CendR NRP1 mod -8, Scp-1 inhibitor -6, SKN-1 block 14, STEP inh -3, DNMT1 inh 0, TbMetRS inhib 0.0, Neddyl block inactive, SUMO1 PPI mod -31, LMPTP block 0.0 and NadD block 2.
Screening Cc1ccnc(NC(=O)C(C)N2C(=O)c3ccccc3C2=O)c1 (stereo unspecified) returned CendR NRP1 mod 0, Scp-1 inhibitor -3, SKN-1 block 7, STEP inh -2, DNMT1 inh 1, TbMetRS inhib -0.4, Neddyl block inactive, SUMO1 PPI mod 0, LMPTP block 0.3 and NadD block -1.
Cc1cc(NC(=O)COC(=O)C2CC(=O)N(c3cccc(C)c3C)C2)no1 (stereo unspecified) was read as CendR NRP1 mod 1, Scp-1 inhibitor -2, SKN-1 block 5, STEP inh 0, DNMT1 inh -1, TbMetRS inhib -0.5, Neddyl block inactive, SUMO1 PPI mod 3, LMPTP block -0.4 and NadD block 4.
`COc1ccccc1NC(=O)N1CCCC1C(=O)NCCc1ccccc1` (stereo unspecified) gave CendR NRP1 mod 16, Scp-1 inhibitor -6, SKN-1 block -10, STEP inh -5, DNMT1 inh -1, TbMetRS inhib -0.2, Neddyl block inactive, SUMO1 PPI mod 0, LMPTP block -0.6 and NadD block 5.
For COCCn1c(=N)c(S(=O)(=O)c2ccc(F)cc2)cc2c(=O)n3cccc(C)c3nc21 the results were CendR NRP1 mod 15, Scp-1 inhibitor 0, SKN-1 block -2, STEP inh -3, DNMT1 inh 0, TbMetRS inhib -0.6, SUMO1 PPI mod -17, LMPTP block 0.2 and NadD block 0.
Screening CCOc1ccc(NC(=O)C(CC(=O)O)Cc2ccc(C)cc2)cc1 (stereo unspecified) returned CendR NRP1 mod -5, Scp-1 inhibitor -10, SKN-1 block -14, STEP inh 1, DNMT1 inh -5, TbMetRS inhib 1.4, Neddyl block inactive, SUMO1 PPI mod 1, LMPTP block -1.5 and NadD block -3.
O=S(=O)(Nc1ccc(Cl)cc1)c1cccc2nsnc12 was read as CendR NRP1 mod 11, Scp-1 inhibitor -9, SKN-1 block 8, STEP inh -2, DNMT1 inh -4, TbMetRS inhib -0.9, Neddyl block inactive, SUMO1 PPI mod -25, LMPTP block -0.1 and NadD block -4.
Screening COC(=O)CC1(c2ccc(OC)cc2)C(=O)c2ccccc2C1=O returned CendR NRP1 mod -8, Scp-1 inhibitor -18, SKN-1 block -15, STEP inh 0, DNMT1 inh 0, TbMetRS inhib 2.7, Neddyl block inactive, SUMO1 PPI mod -4, LMPTP block 0.0 and NadD block 0.
For Cc1ccc(C2C(C(=O)c3sc(C)nc3C)=C(O)C(=O)N2CCN2CCOCC2)o1 (stereo unspecified) the results were CendR NRP1 mod -6, Scp-1 inhibitor -9, SKN-1 block 4, STEP inh 3, DNMT1 inh 0, TbMetRS inhib -0.8, Neddyl block inactive, SUMO1 PPI mod 0, LMPTP block -2.2 and NadD block 2.
Screening COc1cc(CNC(=O)c2cc(-c3cc(C)cc(F)c3)n[nH]2)cc(OC)c1 returned CendR NRP1 mod 16, SKN-1 block 8, STEP inh -1, DNMT1 inh -4, TbMetRS inhib -0.1, Neddyl block inactive, SUMO1 PPI mod -1, LMPTP block 0.6 and NadD block -8.
For Cc1cccc(C(C)(C)C)c1OCCn1ccnc1 the results were CendR NRP1 mod -4, Scp-1 inhibitor -2, SKN-1 block 18, STEP inh 0, DNMT1 inh -1, TbMetRS inhib -0.5, Neddyl block inactive, SUMO1 PPI mod 1, LMPTP block 0.1 and NadD block -4.
Screening C=CCn1c(=NC(=O)c2ccco2)sc2cc(C(=O)OCC)ccc21 returned CendR NRP1 mod -19, Scp-1 inhibitor -9, SKN-1 block 0, STEP inh -2, DNMT1 inh 18, TbMetRS inhib -0.1, Neddyl block inactive, SUMO1 PPI mod -2, LMPTP block 3.1 and NadD block -4.
Screening CN(C)CCn1c2c(c(SCC(=O)NCc3ccccc3)nc1=O)CCCC2 returned CendR NRP1 mod 4, Scp-1 inhibitor -8, SKN-1 block 9, STEP inh 0, DNMT1 inh -1, TbMetRS inhib 0.5, Neddyl block inactive, SUMO1 PPI mod 6, LMPTP block -0.9 and NadD block -1.
Screening Cc1ccc(-n2c(-c3ccncc3)n[nH]c2=S)cc1 returned CendR NRP1 mod 24, Scp-1 inhibitor -5, SKN-1 block -7, STEP inh -2, DNMT1 inh 1, TbMetRS inhib 0.2, Neddyl block inactive, SUMO1 PPI mod 2, LMPTP block 0.1 and NadD block 1.
Screening CNC(=O)C[C@@H]1C(=O)N(c2ccc(OC)cc2)CC1(C)C returned CendR NRP1 mod -5, SKN-1 block 8, STEP inh -3, DNMT1 inh 1, TbMetRS inhib -1.2, Neddyl block inactive, SUMO1 PPI mod -2, LMPTP block -0.5 and NadD block 1.
COc1ccc(-c2nn[nH]n2)cc1OC was read as CendR NRP1 mod 8, Scp-1 inhibitor 0, SKN-1 block 10, STEP inh -3, DNMT1 inh 2, TbMetRS inhib -1.2, Neddyl block inactive, SUMO1 PPI mod 0, LMPTP block -0.2 and NadD block -6.
`O=C1C2C(c3ccccc3)C=CC(c3ccccc3)C2C(=O)N1c1cccnc1` (stereo unspecified) gave CendR NRP1 mod 2, Scp-1 inhibitor -5, SKN-1 block -10, STEP inh 23, DNMT1 inh -1, TbMetRS inhib -0.3, Neddyl block inactive, SUMO1 PPI mod -2, LMPTP block -2.1 and NadD block -1.
Screening Cc1cc(NC(=O)CCC(=O)N(CC(=O)NC2CCCC2)c2cccc(F)c2)no1 returned CendR NRP1 mod -6, Scp-1 inhibitor -5, SKN-1 block 6, STEP inh 2, DNMT1 inh -1, TbMetRS inhib -0.5, Neddyl block inactive, SUMO1 PPI mod 4, LMPTP block -0.4 and NadD block -2.
For COCCN(C(=O)CSCc1ccccc1)c1c(N)n(Cc2ccccc2)c(=O)[nH]c1=O the results were CendR NRP1 mod 13, Scp-1 inhibitor -8, SKN-1 block -4, STEP inh 1, DNMT1 inh 3, TbMetRS inhib 0.3, Neddyl block inactive, SUMO1 PPI mod 5, LMPTP block 0.0 and NadD block -2.
Screening Cc1ncc([N+](=O)[O-])n1Cc1ccc(Br)cc1 returned CendR NRP1 mod -4, Scp-1 inhibitor -2, SKN-1 block -8, STEP inh 0, DNMT1 inh 4, TbMetRS inhib 0.1, Neddyl block inactive, SUMO1 PPI mod -5, LMPTP block -1.2 and NadD block 5.
For O=C(C1CCCCC1)N1C[C@H](O)[C@@H](n2cc(-c3ccc(F)cc3)nn2)C[C@@H]1c1ccccc1 the results were CendR NRP1 mod -5, SKN-1 block -5, STEP inh 1, DNMT1 inh 2, TbMetRS inhib -1.0, Neddyl block inactive, SUMO1 PPI mod 2, LMPTP block -1.7 and NadD block 1.
For CCn1c(COc2cccc(OC)c2)nnc1SCC(=O)Nc1cc(OC)ccc1OC the results were CendR NRP1 mod -7, Scp-1 inhibitor -7, SKN-1 block -4, STEP inh 1, DNMT1 inh -10, TbMetRS inhib -0.6, Neddyl block inactive, SUMO1 PPI mod -2, LMPTP block -0.2 and NadD block 1.
Screening CCOC(=O)CSCc1c(C#N)c2ccccc2n1C returned CendR NRP1 mod 3, Scp-1 inhibitor 8, SKN-1 block 9, STEP inh 0, DNMT1 inh 2, TbMetRS inhib -0.8, Neddyl block inactive, SUMO1 PPI mod -1, LMPTP block -0.2 and NadD block 6.

Pulled by structure from above, 2 records:
Screening Cc1cc(NC(=O)CCC(=O)N(CC(=O)NC2CCCC2)c2cccc(F)c2)no1 returned CendR NRP1 mod -6, Scp-1 inhibitor -5, SKN-1 block 6, STEP inh 2, DNMT1 inh -1, TbMetRS inhib -0.5, Neddyl block inactive, SUMO1 PPI mod 4, LMPTP block -0.4 and NadD block -2.
`O=C1C2C(c3ccccc3)C=CC(c3ccccc3)C2C(=O)N1c1cccnc1` (stereo unspecified) gave CendR NRP1 mod 2, Scp-1 inhibitor -5, SKN-1 block -10, STEP inh 23, DNMT1 inh -1, TbMetRS inhib -0.3, Neddyl block inactive, SUMO1 PPI mod -2, LMPTP block -2.1 and NadD block -1.

Compound activity: PubChem, several laboratories
